# From PubChem BioAssay
# POLH inh – blocks human DNA polymerase eta activity; Q9Y253; recombinant Pol eta, fluorescent DNA replication assay; Potency, µM (doses to about 114 µM), without a hit: at the highest dose activity change, negative = inhibition, hits mostly inhibitors; 390,000 tested, 1.2% active; note: potency is the fitted concentration of half-maximal effect; % is set by controls: 0 for no effect and ±100 for the full control effect
#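 Fluorescent replication assay: 50 nM final substrate added after a 15 min room-temperature compound preincubation with 10 nM enzyme. Signal taken at 0 min and again at 10 min.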
# POLK inh – DNA polymerase kappa (human) inhibition. AID 588579. 400,000 tested, 0.53% active. Potency, µM (top dose mostly 107 µM), for the others: at the top dose activity, negative = inhibition, most hits filed as inhibitors. purified Pol kappa, fluorescent DNA synthesis assay, 10 min. Q9UBT6; note: potency is the fitted concentration of half-maximal effect; % is set by controls: 0 for no effect and ±100 for the full control effect
#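 Enzyme at 10 nM met test compounds for 15 min at room temperature. Substrate addition (50 nM final) began the reaction, which was monitored by fluorescence at 0 and 10 min.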
# Tb PGK inh – blocks T. brucei phosphoglycerate kinase. P07378. PGK/GAPDH coupled, Kinase-Glo luminescence, 60 min. Potency, µM (series often up to 57.5 µM), for the others: at the highest dose activity change, negative = inhibition, usual class: inhibitors. 380,000 tested, 0.043% active. AID 602233; note: potency is the fitted concentration of half-maximal effect; % is set by controls: 0 for no effect and ±100 for the full control effect; nearly all actives have a fitted effect of over 60% in size
# Target sequence (P07378 whole entry, looked up): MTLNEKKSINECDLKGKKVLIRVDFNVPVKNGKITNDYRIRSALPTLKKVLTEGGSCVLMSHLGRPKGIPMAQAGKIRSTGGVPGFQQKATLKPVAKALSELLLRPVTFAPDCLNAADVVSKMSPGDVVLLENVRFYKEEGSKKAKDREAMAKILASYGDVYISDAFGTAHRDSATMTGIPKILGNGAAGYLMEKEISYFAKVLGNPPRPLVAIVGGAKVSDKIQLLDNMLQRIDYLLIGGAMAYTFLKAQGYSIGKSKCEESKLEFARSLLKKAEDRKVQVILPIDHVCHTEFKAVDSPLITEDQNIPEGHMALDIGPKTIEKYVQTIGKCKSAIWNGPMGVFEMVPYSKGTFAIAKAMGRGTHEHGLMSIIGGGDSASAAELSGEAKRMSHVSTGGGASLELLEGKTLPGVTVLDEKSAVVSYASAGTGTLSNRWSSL
#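 Recombinant glycosomal PGK reaction used 1,3-bisphosphoglycerate generated in-well by GAPDH (100nM final) in 100mM TEA pH 7.6, 5mM MgCl2, 0.01% Tween-20. After 60 minutes at room temperature, ATP was read by Kinase-Glo Plus luminescence end-point.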
# Pol iota inh – blocks human DNA polymerase iota activity; Pol iota fluorescent replication assay, 10 min; Potency, µM (titrated, usually from 115 µM), for inactives: at the top dose activity, negative = inhibition, usual class: inhibitors; 390,000 tested, 1% active; note: potency is the fitted concentration of half-maximal effect
#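 Fluorescent replication assay read twice, at 0 min and 10 min after adding 50 nM (final) substrate. Enzyme (10 nM) and compounds were first incubated 15 min at room temperature; enzyme-free buffer wells were negative controls.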
# BLM helicase inh – inhibitors of human Bloom syndrome helicase BLM. 350,000 tested, 0.2% active. P54132. Potency, µM (top dose mostly 56.1 µM), for inactives: top-dose activity change, negative = inhibition, actives largely listed as inhibitors. recombinant BLM DNA unwinding, fluorescence dequenching;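 note: potency is the fitted concentration of half-maximal effect; plate controls were vehicle for no effect and no enzyme for full effect; nearly all actives have a fitted effect of over 35% in size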
# Apoferritin bind – candidate novel general anesthetic via apoferritin binding | apoferritin/1-aminoanthracene competitive binding, fluorescence | Potency, µM (series often up to 77.5 µM), without a hit: top-dose activity change, negative = displacement, hits mostly inhibitors | 350,000 tested, 0.074% active | AID 485281; note: potency is the fitted concentration of half-maximal effect; % is set by controls: 0 for no effect and ±100 for the full control effect; nearly all actives have a fitted effect of over 20% in size
# Target sequence (P02791 2-175 limits assumed): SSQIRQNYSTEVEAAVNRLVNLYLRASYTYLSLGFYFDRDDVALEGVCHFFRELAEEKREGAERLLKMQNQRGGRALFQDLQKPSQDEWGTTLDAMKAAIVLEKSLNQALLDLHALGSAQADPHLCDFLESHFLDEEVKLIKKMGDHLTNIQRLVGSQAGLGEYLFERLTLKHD
#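 10 uM apoferritin + 50% sat. 1-AMA, PBS; cpd 10 min RT; Ex380/Em535 endpoint; normalized to free probe vs complex; 4-param Hill fit; propofol titration as pos. ctrl.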
# RXFP1 antagonist – blocks the human relaxin receptor RXFP1; Q9HBX9; HEK293-RXFP1, relaxin-stimulated cAMP HTRF, 30 min; active compounds read low; activity change, negative = inhibition, % at 57.5 µM; 350,000 tested, 0.59% active; AID 1259400;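 active = activity change of -60% or lower, but not beyond a set lower limit; inconclusive = change between -60% and -40%, or beyond the set limit; inactive = change above -40%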; note: % is set by controls: 0 for no effect and ±100 for the full control effect
# POLB inh – blocks human DNA polymerase beta activity; P06746; Pol beta primer extension/strand displacement, fluorescence kinetic; Potency, µM (series often up to 114 µM), without a hit: top-dose activity change, negative = inhibition, most hits filed as inhibitors; 340,000 tested, 1.3% active; note: potency is the fitted concentration of half-maximal effect; % is set by controls: 0 for no effect and ±100 for the full control effect
#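 Pol beta (10 nM) and compounds were preincubated 15 min at room temperature, then 50 nM substrate (final) started primer extension/strand displacement. Reads were taken at 0 and 10 min; concentration-response data were fitted to a four-parameter Hill equation.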
# APEX1 inh – blocks human APE1 abasic DNA cleavage; recombinant APE1, TAMRA/BHQ-2 abasic DNA cleavage fluorescence; Potency, µM (series often up to 65.8 µM), inactives show at the top dose activity change, negative = inhibition, usual class: inhibitors; 350,000 tested, 0.35% active; AID 2517;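 note: potency is the fitted concentration of half-maximal effect; plate controls were vehicle for no effect and reference inhibitor for full effect; nearly all actives have a fitted effect of over 55% in size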
# Target sequence (P27695 whole entry, looked up): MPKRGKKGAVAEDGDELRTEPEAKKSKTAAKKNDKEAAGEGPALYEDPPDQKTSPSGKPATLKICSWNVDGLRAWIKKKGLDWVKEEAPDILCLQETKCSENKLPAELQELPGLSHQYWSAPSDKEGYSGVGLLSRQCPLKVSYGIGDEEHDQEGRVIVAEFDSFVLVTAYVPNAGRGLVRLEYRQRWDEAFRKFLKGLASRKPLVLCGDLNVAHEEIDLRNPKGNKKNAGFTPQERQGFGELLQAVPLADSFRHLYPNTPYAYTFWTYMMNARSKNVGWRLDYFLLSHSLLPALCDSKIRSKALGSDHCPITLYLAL
#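 Endonuclease cleavage of a quenched abasic-site DNA duplex (50 nM) by APE1 (0.75 nM) was tracked by TAMRA dequenching. Compounds were preincubated with enzyme 15 min at room temperature; data normalized to buffer-only and DMSO wells plus NSC13755 control.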
# Starred values were filed as active, the others as inactive; i = inactive; ? = inconclusive; . = not tested or not shown; [ ] = another dose, or the depositor's remark. Unless noted, calls come from the whole dose curve; as a rule, active = well fitted curve in the direction sought with a large enough effect; inconclusive = small, poorly fitted or top-dose-only effect, or another doubt; inactive = no such curve, though single readings can be large; an effect the other way counts as inactive or inconclusive. The list is partial (hit frequency here may not be typical).
canonical_smiles	POLH inh	POLK inh	Tb PGK inh	Pol iota inh	BLM helicase inh	Apoferritin bind	RXFP1 antagonist	POLB inh	APEX1 inh
CCN1C(=O)c2cccc3c(N)ccc(c23)C1=O	?	-18%	0%	?	5%	257%[activator]	11	-42%	-7%
Cc1cc(NC(=O)CCCC(=O)N(CC(=O)NC2CCCCC2)c2ccccc2)no1	-8%	-3%	-2%	39%[activator]	-1%	-13%	1	4%	3%
CCN(CC)S(=O)(=O)c1cccc(-c2nnc(SCC(=O)c3cc(C)n(C)c3C)o2)c1	-3%	-16%	-2%	4%	-1%	-14%	-3	-10%	-6%
CCC(=O)Nc1ccc(NC(=S)NC(=O)c2oc3ccccc3c2C)cc1	-16%	-4%	0%	2%	4%	-4%	-9	21%	2%
CCCS(=O)(=O)NCCc1cc2c(OC)ccc(OC)c2[nH]c1=O	-4%	-4%	-8%	25%	-1%	-12%	.	20%	-3%
COc1cccc(Cn2c(=S)[nH]c3ccc(N4CCOCC4)cc3c2=O)c1	-8%	-21%	-4%	20%	-5%	5%	?	0%	-3%
O=C(C1CCC(=O)N1Cc1cccnc1)N1CCN(c2ccc(F)cc2)CC1 (stereo not given)	-22%	3%	-8%	14%	-3%	-5%	.	20%	0%
CS(=O)(=O)N(CC(N)=O)c1cccc(Br)c1	-16%	3%	2%	19%	1%	4%	-9	-26%	5%
CCOc1c(Cl)cc(CNc2ccc(S(N)(=O)=O)cc2)cc1OC	-12%	-16%	-3%	-4%	-9%	-13%	15	-25%	6%
COc1cccc(OC)c1OCCCCN1CCCC1	-10%	-2%	-8%	23%	1%	-4%	0	5%	2%
Cc1c(C(=O)N2CCCCCC2)c(S(=O)(=O)Nc2ccc(OC(F)(F)F)cc2)c(C)n1C	-21%	24%	i	1%	0%	2%	-34	-13%	.
CCC(C(=O)NC1CCCC1)N(Cc1ccco1)C(=O)CNS(=O)(=O)c1ccccc1 (stereo not given)	1%	-5%	0%	19%	-1%	5%	-4	23%	-8%
COc1nnc(OC)c2ccccc12	-10%	-5%	.	-9%	1%	-9%	-8	0%	-1%
COc1cccc2cc(-c3nc(-c4ccc(Cl)cc4)cs3)c(=O)oc12	-19%	-1%[60.1 µM]	-6%	32%[activator]	-1%	17%	-12	-1%	.
COC(=O)c1ccccc1NC(=O)c1ccc2c(c1)CCN2S(C)(=O)=O	-1%	-17%	-2%	12%	-2%	4%	-20	3%	.

# Ordered by the number under RXFP1 antagonist (rising): some entries from above.
structure	POLH inh	POLK inh	Tb PGK inh	Pol iota inh	BLM helicase inh	RXFP1 antagonist	POLB inh
COC(=O)c1ccccc1NC(=O)c1ccc2c(c1)CCN2S(C)(=O)=O	-1%	-17%	-2%	12%	-2%	-20	3%
CCC(C(=O)NC1CCCC1)N(Cc1ccco1)C(=O)CNS(=O)(=O)c1ccccc1 (stereo not given)	1%	-5%	0%	19%	-1%	-4	23%
CCN(CC)S(=O)(=O)c1cccc(-c2nnc(SCC(=O)c3cc(C)n(C)c3C)o2)c1	-3%	-16%	-2%	4%	-1%	-3	-10%

# (listing goes on)
canonical_smiles	POLH inh	POLK inh	Tb PGK inh	Pol iota inh	BLM helicase inh	Apoferritin bind	RXFP1 antagonist	POLB inh	APEX1 inh
C=CC[C@@H](CC(=O)N[C@H](CO)Cc1ccccc1)C(=O)N[C@H](COC(=O)[C@@H](CC=C)Cc1ccc(F)cc1)Cc1ccccc1	-3%	-17%	-11%	29%	.	.	.	.	3%
COc1ccc(C(=O)CN2CCN(CCN3C(=O)c4cccc5cccc(c45)C3=O)CC2)cc1	?	-17%	4%	?	.	.	0	.	.
CNC(=O)c1c(NC(=O)CCS(=O)(=O)c2ccccc2)sc2c1CCN(C(=O)OC)C2	?	3%	i	?	.	.	-7	.	9%
Cc1oc(-c2ccc(Cl)cc2)nc1CN1CCC(C(=O)NCc2cccnc2)CC1	8%	-6%	-1%	10%	3%	-9%	0	32%	-4%
c1ccc2c(-n3cccn3)cccc2c1	-22%	-6%	-1%	13%	0%	?	-2	2%	-3%
COc1cccc2oc(CCc3ccccc3)cc(=O)c12	-1%	0%	2%	6%	.	.	.	.	.
O=C(COc1cccc(-n2cnnn2)c1)NC1CCCCC1	-7%	-7%	-2%	27%	-2%	-3%	11	-22%	-6%
N#Cc1ccc(CSc2ccccn2)c(Cl)c1	-8%	-5%	3%	-12%	-3%	?	8	-4%	-3%
CC[C@H](C)[C@H]1CNC(=O)C(=O)N1CC1CCN(CC2CCC(C)CC2)CC1 (stereo not given in full)	0%	0%	-2%	?	.	.	.	.	.
CCN(CC)C(=O)Cn1c(=O)n(-c2ccc(CC(=O)NCc3ccccc3)cc2)c(=O)c2sccc21	-3%	1%	1%	13%	-3%	-8%	3	9%	3%
CCOc1cccc(Nc2ccc([N+](=O)[O-])cn2)c1	-7%	-15%	-8%	-5%	-11%	?	-5	1%	15%
COC(=O)c1cc(OC)c(OC)cc1NC(=O)C1CCC(=O)N1S(=O)(=O)c1ccc(C)cc1 (stereo not given)	-15%	1%	-1%	2%	-5%	-6%	10	-1%	-2%
CC(=O)c1nnn(-c2ccc(C)cc2Cl)c1C	-13%	-11%	-2%	15%	1%	-17%	-8	1%	.
C=CCn1c(=N)c(C(=O)NCCCOC)cc2c(=O)n3cc(C)ccc3nc21	-16%	-15%	-7%	17%	-2%	193%[activator]	-3	10%	0%
N#C/C(=C\c1ccc[nH]1)C(=O)Nc1ccccc1[N+](=O)[O-]	?	?	-18%	71µM*	-19%	-9%	-4	-5%	?
Cc1cccc(C)c1-n1c(C)nn(CC2CC2)c1=O	-19%	5%	8%	100%[activator]	-2%	-4%	-3	90%	-1%
CC(=O)N(C)c1ccc(NC(=O)Cc2cccc3ccccc23)cc1	-5%	5%	13%	67%[activator]	.	.	-14	.	.
O=C(CN1C(=O)c2ccccc2C1=O)NNC1=NS(=O)(=O)c2ccccc21	-14%	-13%	7%	29%	1%	4%	4	-14%	8%
Cc1ccccc1C(=O)NC1CC(C)(C)NC(C)(C)C1	1%	-14%	-4%	21%	-1%	0%	.	-8%	-2%
Cn1ccc(C(=O)Oc2ccc(C(=O)Nc3ccc(F)cc3F)cc2)n1	-14%	-23%	-2%	167%[activator]	-8%	-4%	-12	17%	-11%
COc1ccc(CN(C)C(=O)c2cccc(C(=O)N(C)Cc3ccc(OC)cc3)c2)cc1	-9%	5%	i	25%	-3%	0%	-4	0%	-1%
CCNC(=O)CN(c1ccc(Cl)cc1)S(=O)(=O)c1ccccc1	-21%	13%	-5%	-3%	-13%	-12%	-9	1%	3%
Cc1cc2cc(CNC(=O)CC(C)C)ccc2n1C	6%	-7%	-4%	8%	-7%	?	4	29%	-9%
O=C(CSc1nc2c(sc3ccccc32)c(=O)n1Cc1ccco1)NCC1CCCO1 (stereo not given)	4%	-6%	9%	5%	1%	5%	7	-3%	9%
Cc1ccc(C(=O)c2oc3ccccc3c2NC(=O)c2cc(-c3ccc(Cl)cc3)on2)cc1	-1%	-5%	i	-8%	-1%	5%	.	-29%	.
CCn1c(SCC(=O)NC2CCCCC2)nnc1-c1cccnc1	2%	-5%	-8%	12%	0%	-5%	-1	0%	-6%
Cc1ccccc1-n1nc2c(c1NC(=O)C1CCCC1)CS(=O)(=O)C2	-15%	1%	-1%	-1%	1%	-18%	-7	-2%	50%
COc1ccccc1-c1nnc(NC(=O)CCS(=O)(=O)c2ccccc2)o1	-6%	-4%	-6%	5%	-1%	-10%	-14	15%	18%
COc1ccc(CC(=O)OCC(=O)Nc2c(C)n(C)n(-c3ccccc3)c2=O)cc1	-15%	-10%	-2%	11%	0%	-3%	-3	-1%	-2%
CCCCn1c(SCC(=O)N2CCC(C(=O)OCC)CC2)nc2cc(S(N)(=O)=O)ccc21	-12%	-4%	3%	11%	2%	-11%	-5	-13%	3%
c1ccc(CN2CCC(CNc3ncnc4ccccc34)C2)cc1 (stereo not given)	-13%	-1%	-2%	27%	.	.	1	.	.
CCOc1ccc(NC(=O)COc2ccc(C(=O)NCCc3ccccc3)cc2)cc1	-10%	-20%	-6%	168%[activator]	0%	5%	10	0%[57.1 µM]	-5%
CCCC1(C(=O)OCC)NC(c2ccc(OC)cc2OC)C2C(=O)N(c3ccc4c(c3)OCCO4)C(=O)C21 (stereo not given)	-19%	-13%	6%	5%	-3%	-8%	4	-25%	3%
Cn1ccnc1SC(=O)N1c2ccccc2Sc2ccccc21	0%	-6%	-4%	3%	-1%	-3%	-4	9%	-1%
O=C(NCCCn1ccnc1)C(=O)NCC1OCCN1S(=O)(=O)c1ccc(Cl)cc1 (stereo not given)	-17%	2%	i	16%	0%	-1%	-1	-23%	-1%
C#CCCCCCCCCCCCC(O)CC(O)CO (stereo not given)	.	-7%[60.1 µM]	.	.	-2%	?	.	.	-5%
COc1cccc(C2C([N+](=O)[O-])=C(N)Oc3cc(C)oc(=O)c32)c1 (stereo not given)	-13%	-8%	-5%	144%[activator]	0%	5%	-12	16%	1%
C[C@@H]1CC=C[C@H]2[C@H]1C(=O)N(Cc1ccccc1)[C@H]2c1ccc2ccccc2c1Br	-5%	1%	-5%	1%	-7%	-9%	.	2%	-5%
COCc1cc(C)nc(NC2CC(C)(C)NC(C)(C)C2)c1C#N	-3%	-2%	7%	23%	-2%	1%	15	1%	43%
CCOC(=O)c1c(NC(=O)COc2ccc(Cl)cc2C)sc(C(C)=O)c1C	-18%	7%	4%	9%	-1%	-4%	-3	23%	.
O=C(Nc1ccc2oc(-c3cccnc3)nc2c1)c1ccco1	?	-6%	-7%	16%	-1%	-6%	4	7%	1%
Cc1ccc(OCC(=O)NCc2cccnc2)cc1	-7%	-12%	i	-22%	-2%	-1%	-1	10%	-4%
N#Cc1cccnc1Nc1cccc(Cl)c1	-22%	-1%	4%	21%	3%	-17%	-6	9%	18%
COc1cc(NS(=O)(=O)c2ccc(NC(=O)COc3ccccc3C)cc2)nc(OC)n1	-5%	-3%	-6%	-8%	0%	-14%	-1	4%	-3%
